S100A4 inh HTS: blocks human S100A4 binding to myosin IIA peptide; AID 652163; P26447; 360,000 compounds, 0.14% hits; S100A4/TAMRA-MyoIIA peptide fluorescence polarization; inhibition, % at 10.7 µM;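 active means mean inhibition of at least 70% across replicates, with every replicate also reaching that level; inconclusive means mean inhibition reaches 70% but some replicates fall short; inactive means mean inhibition below 70%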
Target sequence (P26447 whole entry, looked up): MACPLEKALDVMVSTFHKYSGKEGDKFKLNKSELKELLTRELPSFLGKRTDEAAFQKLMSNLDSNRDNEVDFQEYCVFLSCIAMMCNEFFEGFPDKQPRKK
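Test system: S100A4 monomer protein; Medium: HEPES pH 7.2 with CaCl2, KCl, NaCl, DTT, Triton; Probe or stimulus: TAMRA-labelled myosin IIA heavy-chain peptide probe, 5 nM; Doses: one dose per compound; Times: polarization read 5 min after assay mix addition, stable 5–60 min; Benchmarks: neutral control DMSO, positive control TFP.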
RAD54 branch: RAD54 (human) branch migration inhibition | AID 602329 | inhibition, % at 10.4 µM | Q92698 | 360,000 compounds, 0.14% hits | RAD54 Holliday junction branch migration, FAM/BHQ fluorescence;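 active means mean normalized replicate activity at least 40 and at least half of replicates scoring 40 or more; inconclusive means only one of the two criteria met; inactive means mean below 40 and under half of replicates reaching 40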;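 further: 0% = median of neutral control wells and 100% = median of positive control wells; inhibitors cause a drop in the FAM fluorescence signal; in these data hits start at about 50%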
Target sequence (Q92698 whole entry, looked up): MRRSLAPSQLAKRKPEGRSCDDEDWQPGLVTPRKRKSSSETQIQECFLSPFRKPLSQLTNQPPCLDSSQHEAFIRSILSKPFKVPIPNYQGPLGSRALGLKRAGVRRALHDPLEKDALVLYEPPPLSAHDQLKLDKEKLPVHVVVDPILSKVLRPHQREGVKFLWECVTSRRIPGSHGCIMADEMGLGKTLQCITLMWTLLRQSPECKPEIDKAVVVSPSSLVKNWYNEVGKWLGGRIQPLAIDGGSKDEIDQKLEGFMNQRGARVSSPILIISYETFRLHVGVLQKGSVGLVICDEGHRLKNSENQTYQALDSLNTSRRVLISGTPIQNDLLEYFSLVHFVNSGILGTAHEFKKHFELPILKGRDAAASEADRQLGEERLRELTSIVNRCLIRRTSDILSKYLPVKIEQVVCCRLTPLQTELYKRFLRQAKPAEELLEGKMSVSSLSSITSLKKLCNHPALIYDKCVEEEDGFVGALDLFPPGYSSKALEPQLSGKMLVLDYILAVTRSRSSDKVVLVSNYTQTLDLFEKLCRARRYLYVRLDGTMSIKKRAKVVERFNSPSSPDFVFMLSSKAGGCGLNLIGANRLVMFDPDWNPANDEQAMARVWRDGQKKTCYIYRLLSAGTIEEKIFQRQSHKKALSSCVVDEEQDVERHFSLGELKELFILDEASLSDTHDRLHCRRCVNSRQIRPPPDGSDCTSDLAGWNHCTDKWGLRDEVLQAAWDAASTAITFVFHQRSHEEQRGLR
FN deposit inh: fibronectin deposition inhibition | AH1F fibroblasts, Alexa488-fibronectin deposition fluorescence, overnight | inhibition, % at 12.6 µM | 350,000 compounds, 0.086% hits;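 active means mean inhibition across replicates of 30% or more, regardless of how many single replicates reach that level; inconclusive means mean under 30% yet at least half of replicates reach 30%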;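 further: positive control wells lacked labelled fibronectin entirely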
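Material – AH1F fibroblast monolayer, labelled fibronectin deposition · Reagent – labelled fibronectin 24 nM · Timing – 1 h adhesion, overnight exposure · Measured by – fluorescence at 485 nm excitation, 525 nm emission · Read-out – inhibition of fibronectin deposition signal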
EWS-Fli block: EWS/Fli transcriptional activity inhibition | inhibition, % at 12.6 µM | 350,000 compounds, 0.67% hits | A673 NR0B1-luciferase reporter, viability-normalised | AID 651661;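 active means mean inhibition of at least 50% after viability correction, with every replicate also passing that limit; inconclusive means mean reaches 50% but only one of two replicates passes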;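 further: firefly luciferase signal divided by Alamar Blue viability fluorescence both relative to DMSO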
esBAF inh: SWI/SNF esBAF complex inhibition; AID 602393; 350,000 compounds, 2% hits; reporter increase, % at 12.5 µM; mouse ES cells, Bmi1-luciferase knock-in reporter, 24 h; 100% = twice the neutral-well signal; in the data active means activation above about 40%; inconclusive means no clear call, values can overlap the other calls;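 further: 0% = median of the plate's neutral control wells and 100% = double that signal; a rise in the Bmi1 reporter signal indicates esBAF inhibition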
RAD52 inh: RAD52 (human) annealing inhibition; 360,000 compounds, 0.46% hits; inhibition, % at 18.7 µM; recombinant RAD52 DNA annealing, FRET fluorescence; P43351;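 active means every replicate showing at least 50% inhibition; inconclusive means mean inhibition at least 50% but not in every replicate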
E-sel inducer: induces E-selectin expression in human endothelial cells; P16581; HUVEC E-selectin immunofluorescence imaging; normalized: neutral wells 0, TNF-alpha wells 100; activation, % at 7.58 µM; 260,000 compounds, 0.37% hits; AID 686992;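 active means mean E-selectin-positive cell signal at least 10% of the positive control, reached in at least 60% of replicates, without over 20% cell loss; inconclusive means no rule given, readout overlaps actives, possibly toxicity-flagged; inactive means the rest, including those meeting only one limit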;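 further: in these data hits start at about 27%; measured in HUVEC primary endothelial cells; signal is the percent of cells scored E-selectin positive by PE staining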
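System: HUVEC, human umbilical vein endothelial cells; quantity: 3,000 cells/well; buffer or medium: EGM-2 medium, gelatin-coated wells; dosing: single-point compound dose; detection: immunofluorescence imaging; evaluation: % PE-positive cells; benchmarks: TNF-alpha, DMSO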
Xi reactivation: activators of X-chromosome reactivation in mouse fibroblasts. 360,000 compounds, 0.055% hits. AID 743238. activation, % at 7.58 µM. XiGFP mouse fibroblasts, % GFP-positive cells imaging, 3 d; cells co-treated with 5-aza-dC sensitizer; scaled so ellipticine positive control = 100%;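 active means mean normalized replicate activation at least 10% and every replicate at or above 10%; inconclusive means only one of the two criteria met; inactive means mean below 10% and not all replicates reach 10%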;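 further: 0% = median of on-plate neutral control wells and 100% = ellipticine 6 µM median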
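Material: XiGFP fibroblasts, SV40-immortalized. Buffer or medium: DMEM plus 5-aza-dC sensitizer. Compound: single concentration per compound, delivered by pin transfer. Times: 3 days compound exposure. Controls: ellipticine 6 µM.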
An asterisk follows results filed as active; ? = inconclusive; . = not tested or not shown; & = joins results of further samples.

SMILES | S100A4 inh HTS | RAD54 branch | FN deposit inh | EWS-Fli block | esBAF inh | RAD52 inh | E-sel inducer | Xi reactivation
COc1ccc(CCNc2nc(-c3cccc(NC(C)=O)c3)cs2)cc1OC | -2 | . | -12 | 4 | . | -15 | . | -0.2
O=C(C1CCCC1)N1[C@H](CO)[C@@H]2c3ccccc3N(S(=O)(=O)c3ccccc3)C[C@@H]21 | 1 | -11 | 6 | 7 | -8 | 17 | 0.3 | 0.1
C[C@H](CO)N1C[C@H](C)[C@@H](CN(C)C(=O)NC2CCCCC2)Oc2c(NC(=O)Cc3ccccc3)cccc2C1=O | -4 | 4 | 5 | -1 | 3 | -8 | -0.3 | 0.2
O=C(CN1CCOCC1)N1CCCCN2[C@H](CO)[C@@H](c3ccc(/C=C/c4ccccc4)cc3)[C@H]2C1 | 3 | 12 | . | -6 | -8 | 35 | -0.4 | 0.0
CNC[C@H]1OCCCC[C@@H](C)Oc2ccc(NC(=O)c3ccccc3)cc2C(=O)N([C@H](C)CO)C[C@H]1C | . | . | . | -5 | -1 | . | -0.1 | -1.0
O=C(Cc1ccccn1)NCC[C@@H]1CC[C@@H](NC(=O)Nc2ccccc2)[C@@H](CO)O1 | 6 | 3 | . | -4 | -1 | -13 | -0.1 | -0.5
COc1ccc(Oc2ncccc2NC(=O)c2cccc(C)c2C)cc1 | 7 | -9 | 1 | 1 | 5 | -11 | 2.6 | 0.1
C[C@H](CO)N1C[C@H](C)[C@@H](CN(C)C(=O)NC2CCCCC2)Oc2c(NC(=O)C3CCOCC3)cccc2C1=O | ? | 6 | -2 | 3 | 0 | 1 | 0.0 | -0.9
CCCN(C(=O)c1ccccc1Cc1ccccc1)C1CCS(=O)(=O)C1 (configuration not stated) | 3 | -13 | -1 | -1 | 0 | -14 | . | 0.2
O=C(Nc1nnc(Cc2c[nH]c3ccccc23)s1)c1ccc(Cl)cc1Cl | -1 | . | -1 | 1 | . | -10 | -0.1 | 0.3
C[C@H](CO)N1C[C@H](C)[C@@H](CN(C)C(=O)NC2CCCCC2)Oc2c(NC(=O)CCCCCC(=O)Nc3ccccc3N)cccc2C1=O | 2 | . | 7 | . | . | -8 | -0.1 | -1.3
CC(=O)N1[C@@H](CO)[C@@H]2c3ccccc3N(S(=O)(=O)c3ccccc3)C[C@@H]21 | -1 | 3 | . | 1 | 1 | 2 | -0.4 | 0.5
CCCNC(=O)N(C)C[C@H]1Oc2ncc(-c3ccc(C(=O)N(C)C)cc3)cc2C(=O)N([C@H](C)CO)C[C@@H]1C | 2 | 2 | . | -2 | 2 | 12 | -0.2 | 0.0
O=C(COC(=O)c1cccnc1Cl)Nc1cc(S(=O)(=O)N2CCCCCC2)ccc1Cl | -3 | -1 | . | 3 | . | -8 | . | 0.0
O=C(O)c1occc1CSc1ccccc1 | 5 | -1 | -1 | 3 | -6 | -5 | 0.9 | 0.0
CC1CC(C)CN(CCCNC(=O)c2nn(C)c3c2CS(=O)(=O)c2ccccc2-3)C1 (configuration not stated) | -2 | 5 | 11 | -10 | 0 | 12 | . | 0.0
C[C@@H]1CN([C@@H](C)CO)C(=O)Cc2cc(NC(=O)Nc3ccc4c(c3)OCO4)ccc2O[C@@H]1CN(C)S(=O)(=O)c1ccccc1 | 3 | . | 10 | -8 | -2 | -5 | -0.2 | -0.6
COC(=O)[C@@H]1C[C@@]2(O)[C@H](O)[C@H](O)[C@H](O)C[C@H]2N1Cc1ccccc1OS(=O)(=O)c1ccc(C)cc1 | 0 | -10 | 3 | -9 | -2 | -7 | -0.1 | -0.6
CC(C#N)Sc1nnc(Nc2ccccc2)s1 (configuration not stated) | -4 | -6 | 2 | -16 | 5 | -12 | 1.0 | 0.0
CCCC#Cc1ccc2c(c1)O[C@@H](CN(C)C(=O)c1ccccn1)[C@H](C)CN([C@@H](C)CO)S2(=O)=O | 59 | 4 | 0 | -20 | -9 | -13 | -0.1 | -1.1

Quoted at random: 2 records from the list.
SMILES | S100A4 inh HTS | RAD54 branch | FN deposit inh | EWS-Fli block | esBAF inh | RAD52 inh | E-sel inducer | Xi reactivation
O=C(O)c1occc1CSc1ccccc1 | 5 | -1 | -1 | 3 | -6 | -5 | 0.9 | 0.0
O=C(CN1CCOCC1)N1CCCCN2[C@H](CO)[C@@H](c3ccc(/C=C/c4ccccc4)cc3)[C@H]2C1 | 3 | 12 | . | -6 | -8 | 35 | -0.4 | 0.0

The list goes on:
SMILES | S100A4 inh HTS | RAD54 branch | FN deposit inh | EWS-Fli block | esBAF inh | RAD52 inh | E-sel inducer | Xi reactivation
CNc1nc(N)c([N+](=O)[O-])c(Nc2cccc(Cl)c2)n1 | 3 | 3 | 5 | -11 | . | -27 | . | 0.0
COC(=O)c1cc2c(=O)c3ccccc3oc2nc1/C=C/N(C)C | -10 | -49 | -6 | -1 | -7 | -30 | 0.1 | 1.3
CCc1ccc(-c2nc(CN3CCCC(C(=O)O)C3)c(C)o2)cc1 (configuration not stated) | -2 | -1 | -2 | -5 | -3 | -9 | 0.3 | 0.0
Cn1cnc(S(=O)(=O)N2CC[C@@H]3[C@H](CO)Nc4ccc(-c5ccccc5F)cc4[C@@H]32)c1 | . | 3 | -5 | -45 | 26 | . | 0.3 | 0.0
O=C(C[C@H]1CC[C@H](NC(=O)NC2CCCCC2)[C@H](CO)O1)NCc1ccccc1 | -2 | 5 | -22 | 2 | -1 | -4 | -0.4 | 0.2
C=C1C(=O)OC2CC1C(O)CC(C)=CCCC(C)=CC(O)CC2C (configuration not stated) | -4 | . | . | 4 | . | 6 | -2.2 | 2.3
Cc1cccc(C(=O)Nc2cccc(S(=O)(=O)NCc3ccco3)c2)c1 | -4 | -10 | 0 | 0 | 0 | 0 | . | -0.1
CC(OC(=O)C1CSC2(C)CCC(=O)N12)C(=O)Nc1cccc(C#N)c1 (configuration not stated) | -1 | . | 1 | -6 | . | -6 | 1.7 | 0.0
CN(C)C(=O)c1ccc(-c2ccc([C@@H]3[C@@H](CO)N4C(=O)CN(C(=O)C5CC5)C[C@H]34)cc2)cc1 | -4 | . | . | -3 | . | 4 | -0.2 | 0.5
C[C@H]1CN([C@@H](C)CO)S(=O)(=O)c2ccc(/C=C/c3ccccc3)cc2O[C@H]1CN(C)C(=O)NC1CCCCC1 | -3&-6&-5 | -12&1&-3 | 2 | 5&5&0 | 9&-4&-5 | -9&-6&8 | 0.0 | 0.0&-0.1
OCc1nc2ccc(Cl)cc2[nH]1 | 1 | -9 | -12 | 1 | 5 | -11 | 7.0 | 0.0
COC(=O)N(C)C[C@H]1OCc2cnnn2CCCC(=O)N([C@@H](C)CO)C[C@H]1C | -1&-8 | -12&4 | -2&5 | -1&1 | -1&0 | -5&3 | -0.2 | 0.0&0.0
C/C(=N/NC(=O)c1ccc(-c2ccccc2)cc1)c1cccc(O)c1 | 2 | 2 | -7 | . | -3 | -13 | . | 0.2
C/C(=N\NC(=O)C1CC1)c1ccc(NC(=O)c2ccc(Br)o2)cc1 | -1 | . | 8 | -65 | . | -28 | . | 0.1
CCC(=O)N1[C@H](CO)[C@@H](c2ccccc2-c2ccccc2)[C@@H]1C#N | 2 | . | -9 | 2 | . | -27 | 0.0 | 0.1
CCCn1c2ccccc2c2cnn(CC(=O)OC)c(=O)c21 | -10 | 3 | 6 | 7 | 1 | -7 | 0.1 | -0.1
O=C(C[C@@H]1CC[C@@H](NC(=O)c2cnccn2)[C@H](CO)O1)NCc1ccccc1F | 3 | -10 | 1 | -13 | -1 | 4 | 0.0 | -0.6
COc1cccc(S(=O)(=O)N[C@H]2C=C[C@@H](CC(=O)NCc3ccc(F)cc3)O[C@@H]2CO)c1 | -7 | 5 | 2 | 2 | 4 | -6 | 2.0 | 0.9
C[C@H](CO)N1C[C@H](C)[C@H](CN(C)C(=O)[C@@H](Cc2ccccc2)N(C)C)OCc2ccccc2-c2ccccc2C1=O | 14 | -4 | -28 | -13 | -3 | 1 | 0.4 | 0.2
Cc1noc(C)c1NC(=O)Nc1ccc2c(c1)C(=O)N([C@H](C)CO)C[C@H](C)[C@H](CN(C)CC1CCCCC1)O2 | 4 | 3 | 1 | 19 | -7 | 17 | 3.1 | -0.6
CCOC(=O)N[C@H](C(=O)N1CCC[C@H]1C(=O)NCc1ccccc1)C(C)C | -5 | . | 1 | 9 | . | 5 | 2.2 | 0.4
CCN1C(=O)[C@H]2[C@@H](c3ccc(OC)cc3)N3C(=O)CN(Cc4ccccc4)C(=O)[C@@]3(Cc3ccccc3)[C@H]2C1=O | -3 | 2 | -1 | 6 | 4 | -19 | -0.2 | 0.0
COCC#Cc1cnc2c(c1)C(=O)N([C@@H](C)CO)C[C@H](C)[C@@H](CN(C)C(=O)CCN1CCCCC1)O2 | 9 | 7 | . | -8 | -5 | 6 | -0.1 | -0.5
COc1ccc(OCC(=O)N/N=C(\C)c2ccc(OC)cc2)cc1 | -4 | . | -8 | 2 | . | -22 | 0.8 | 0.2
COCC#Cc1cnc2c(c1)C(=O)N([C@H](C)CO)C[C@@H](C)[C@@H](CN(C)C(=O)NC1CCCC1)O2 | 1 | -1 | 5 | -7 | -11 | 4 | -0.6 | -0.4
C[C@H](O)C#Cc1ccc2c(c1)O[C@@H](CN(C)C(=O)c1ccncc1)[C@H](C)CN([C@@H](C)CO)S2(=O)=O | -13 | -7 | -13 | 1 | 0 | 2 | -0.2 | -0.1
COc1cccc(CN(C)C(=O)c2cccc(OC3CCN(C4CCCC4)CC3)c2)c1 | 0 | . | 6 | 6 | . | -13 | 1.2 | 0.1
C[C@@H]1CCCCO[C@H](CN(C)Cc2ccncc2)[C@@H](C)CN([C@H](C)CO)C(=O)c2cc(NC(=O)c3ccccc3)ccc2O1 | 6 | -5 | . | -3 | -1 | -8 | 0.6 | 0.0
Cc1cc(NC(=O)CSc2nnc(CNC(=O)c3cccc(C(F)(F)F)c3)o2)no1 | 0 | -4 | -9 | . | 1 | -8 | 0.0 | 0.0
COc1ccc(CN(C)C[C@H]2Oc3ccc(NS(=O)(=O)c4cccs4)cc3CC(=O)N([C@@H](C)CO)C[C@H]2C)cc1 | 2 | . | . | -5 | -1 | 17 | . | 0.5
COc1ccc(C#Cc2cnc3c(c2)C(=O)N([C@H](C)CO)C[C@H](C)[C@H](CN(C)C(=O)Nc2c(C)noc2C)O3)cc1OC | -26 | 6 | . | -9 | 0 | 0 | -0.1 | 0.1
O=C(NCC(=O)N1CCC2(CC1)NCCc1[nH]cnc12)c1ccc(F)cc1 | -3 | -6 | -5 | -30 | 0 | 1 | . | 0.0
CS(=O)(=O)c1nc(S(=O)(=O)c2ccc(Cl)cc2)c(NCCCN2CCCC2=O)s1 | 7 | -6 | 0 | . | 5 | -13 | . | 0.0
Cc1cc(C)c(S(=O)(=O)Nc2ccc(N(C)C)cc2)c(C)c1-n1cnnn1 | 5 | 11 | -22 | -6 | -5 | -15 | . | -0.1

Screening data from PubChem BioAssay.
